# PostGolgi yeast = growth inhibition of a yeast mutant, post-Golgi transport screen; inhibition, % at 10 µM; post-Golgi transport phenotypic cell assay; 98,000 compounds, 0.9% hits; AID 739;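 also: yeast cells grown in 1536-well plates; yeast grown about 18 h at 30C before absorbance read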
# S1P2 antag = S1P2 (human) receptor antagonism. 97,000 compounds, 0.21% hits. cell-based S1P2 antagonist assay, inhibition at 5 uM. inhibition, % at 5 µM. O95136; in the data active = inhibition above about 45%;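 also: CRE beta-lactamase reporter cells expressing human S1P2 stimulated with S1P; 0% = agonist at EC80 alone and 100% = agonist plus reference antagonist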
# Target sequence (O95136 whole entry, looked up): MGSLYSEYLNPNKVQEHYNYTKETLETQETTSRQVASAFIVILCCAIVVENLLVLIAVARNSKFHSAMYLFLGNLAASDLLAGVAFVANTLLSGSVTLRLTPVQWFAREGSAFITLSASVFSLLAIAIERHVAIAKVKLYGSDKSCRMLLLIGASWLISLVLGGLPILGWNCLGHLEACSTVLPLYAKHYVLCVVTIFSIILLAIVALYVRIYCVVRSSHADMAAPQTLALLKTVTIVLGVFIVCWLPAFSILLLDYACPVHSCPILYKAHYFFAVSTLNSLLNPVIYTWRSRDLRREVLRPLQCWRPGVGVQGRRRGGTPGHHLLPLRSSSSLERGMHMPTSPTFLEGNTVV
# DAT uptake mod = modulates human dopamine transporter uptake under cocaine. LLC-PK1 hDAT cells, [14C]-dopamine uptake with cocaine IC80; actives deviate in either direction. Q01959. 110,000 compounds, 1.3% hits. AID 449768. B-score at 10 µM;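 active = Z score or B-score, a plate-position-corrected score, falls beyond the plate's 99.7% confidence bounds, in either direction; inactive = both scores lie inside the 99.7% bounds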;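 also: scored against the spread of the other compound wells on the same plate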
# CYP2C19 inh = blocks human cytochrome P450 2C19; CYP2C19 Supersomes, luciferin-H EGE luminescence, 30 min; inhibition, % at 5 µM; 96,000 compounds, 21% hits; AID 778;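 active = CYP2C19 inhibition above a set limit at 5 µM in the primary screen, cut at about 50% in these data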;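 also: plate controls were negative control wells for no effect and 2.5 mM tranylcypromine positive control for full effect; values of inactives mirror those of a sister screen read the other way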
# Target sequence (P33261 whole entry, looked up): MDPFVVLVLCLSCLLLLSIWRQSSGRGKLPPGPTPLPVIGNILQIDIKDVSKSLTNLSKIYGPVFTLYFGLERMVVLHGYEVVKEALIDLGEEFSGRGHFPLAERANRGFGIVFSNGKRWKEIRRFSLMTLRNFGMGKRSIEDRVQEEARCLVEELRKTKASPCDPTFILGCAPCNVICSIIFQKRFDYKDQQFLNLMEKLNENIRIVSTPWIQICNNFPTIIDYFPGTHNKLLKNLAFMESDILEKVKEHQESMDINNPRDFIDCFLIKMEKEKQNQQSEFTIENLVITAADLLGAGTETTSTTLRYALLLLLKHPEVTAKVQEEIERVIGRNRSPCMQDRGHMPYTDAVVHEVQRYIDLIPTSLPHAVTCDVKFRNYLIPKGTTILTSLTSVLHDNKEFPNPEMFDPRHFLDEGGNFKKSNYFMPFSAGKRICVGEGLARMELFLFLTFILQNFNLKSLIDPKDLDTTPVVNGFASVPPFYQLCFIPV
# PostGolgi ctrl = yeast control strain growth, post-Golgi counter-screen. inhibition, % at 10 µM. 98,000 compounds, 5% hits. efflux-deficient yeast background strain, growth absorbance A615, 16 h. AID 738
# sEH inh = inhibitors of human soluble epoxide hydrolase; inhibition, % at 2 µM; recombinant human sEH enzymatic activity assay; P34913; 91,000 compounds, 0.34% hits; AID 707; in the data active = inhibition above about 80%; also: values of inactives mirror those of a sister screen read the other way; many of its hits are not listed in these tables
# sEH activator = increases human soluble epoxide hydrolase activity | activation, % at 2 µM | purified human sEH enzymatic activity, activator screen | P34913 | 91,000 compounds, 0.04% hits; in the data active = activation above about 37%; also: values of inactives mirror those of a sister screen read the other way
# S1P2 agonist = S1P2 (human) receptor agonism; S1P2-expressing cell line, agonist reporter read-out; activation, % at 4.5 µM; 97,000 compounds, 0.46% hits; in the data active = activation above about 16%;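 also: 0% = vehicle low control and 100% = maximal reference agonist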
# CYP2C19 act = activators of human cytochrome P450 2C19. P33261. recombinant CYP2C19, luciferin-H EGE luminescence; stronger effect = higher value; 0 = fully inhibited enzyme, 1 = untreated enzyme. activation factor at 5 µM. 96,000 tested, under 10 active. AID 1025;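 active = activation factor of at least 2 at 5 µM in the primary screen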;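 also: 0 = wells with 2.5 mM tranylcypromine and 1 = vehicle-only wells; values of inactives mirror those of a sister screen read the other way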
# * hit, by the source's call; · = not tested or not shown. Rule as the data show it, unless noted: active = inhibition above about 30%; inactive = the rest.
canonical_smiles	S1P2 agonist	CYP2C19 inh	DAT uptake mod	PostGolgi yeast	S1P2 antag	sEH inh	PostGolgi ctrl	sEH activator	CYP2C19 act
N#Cc1nc(-c2ccc(OCc3ccccc3)cc2)oc1NCc1ccco1	-3	30	-0.36	0	-16	4	5	-6	0.7
COC(=O)C1=C(C(=O)OC)C2(OC1c1cccc(F)c1)C(=O)c1ccccc1C2=O (centres undefined)	-7	20	0.045	-5	7	-12	7	14	0.8
Nn1c(SCc2cccc3ccccc23)nnc1-c1ccco1	-1	36	0.78	-21	1	-18	10	16	0.6
O=C(CN1C(=O)C2C3C=CC(C3)C2C1=O)NCCc1ccccc1 (centres undefined)	-1	33	-1	2	18	-11	12	11	0.7
O=C(CCN1C(=O)c2ccccc2S1(=O)=O)NCc1ccco1	5	19	-0.15	-6	-1	14	-15	-11	0.8
O=C(CCCc1ccccc1)NCCN1CCOCC1	1	40	-0.64	3	7	-2	-3	3	0.6
COc1ccccc1N1CCN(C(=O)c2cn(-c3ccccc3)nc2-c2cccnc2)CC1	-5	94*	0.51	-5	17	-6	5	5	0.1
COc1cc(OC)cc(C(C)=O)c1	-2	-2	-0.026	-6	-32	-1	0	0	1
O=c1[nH]c2ccccc2c2nc3ccccn3c12	·	7	1.2	-1	·	·	9	·	0.9
O=C(Nn1cnnc1)C(c1ccccc1)c1ccccc1	-3	5	-0.21	1	-20	·	13	·	0.9
CC(C)OC(=O)c1c(NC(=O)c2ccco2)sc2c1CCCC2	-5	·	0.38	·	0	-25	·	29	·
CCOC(=O)N1CCN(C2=NC3(CCCCC3)C(C#N)C(=O)N2)CC1 (centres undefined)	-7	-1	0.53	24	3	3	13	-2	1
O=C(NCc1ccncc1)Nc1cccc(Cl)c1	-1	90*	-0.075	0	-11	26	3	-24	0.1
COc1ccccc1NC(=S)NNC(=O)c1ccc(Cl)cc1Cl	-8	·	0.57	·	-6	2	·	3	·
CC(C)CNS(=O)(=O)c1ccc(OCC(=O)Nc2ccc(F)cc2F)cc1	-4	·	0.83	·	-5	14	·	-11	·
CCCCC1=NN2C(=N)CC(=O)N=C2S1	-6	9	0.64	-7	-11	9	-5	-3	0.9
CCCCCCn1c(CN2CCCCC2)nc2c1c(=O)n(C)c(=O)n2C	-5	·	0.89	·	-8	6	·	-3	·
CCN(CC)c1ccc(N2C(=O)/C(=C\c3cccs3)SC2=S)cc1	-2	-13	-0.01	0	-26	5	-3	-6	1.1
COc1cc(C2C(C(=O)OCCC#N)=C(C)NC3=C2S(=O)(=O)c2ccccc23)cc(OC)c1OC (centres undefined)	26*	16	0.89	-17	-60	9	10	-9	0.8
COc1ccc(Cl)cc1NC(=O)CSc1nnc(Cc2cccn2C)n1-c1ccc(F)cc1	·	27	0.12	4	·	·	32*	·	0.7
CCOCCCN(Cc1cc2cc(C)cc(C)c2[nH]c1=O)C(=O)N(CC)CC	-7	34	1.5	0	13	-5	6	1	0.7
COc1ccc(NC(=O)CSc2nccn2-c2ccccc2)cc1	-8	86*	2.1	-6	4	0	-9	3	0.1
CCOC(=O)C1CCN(C(=O)c2cc(OCC)c(OCC)c(OCC)c2)CC1	-6	22	-0.76	8	2	2	1	2	0.8
Cc1ccc(CC(=O)NCCS(=O)c2ccc(Cl)cc2)cc1 (centres undefined)	-4	29	0.96	10	15	-4	5	3	0.7
CCN=C1SC(C(=O)Nc2cccc(C)c2)CC(=O)N1CC (centres undefined)	0	80*	-0.51	8	-35	-5	21	8	0.2
CC1Cc2ccccc2N1C(=O)CSc1nnnn1Cc1ccccc1 (centres undefined)	·	90*	0.87	-3	·	·	12	·	0.1
COCCNC(=O)C(c1cccs1)N(Cc1ccccc1)C(=O)Cn1nnc2ccccc21 (centres undefined)	-1	34	-0.28	-3	-18	8	-6	-10	0.7
CCOc1ccc(-c2csc(NC(=O)C3CCCO3)n2)cc1 (centres undefined)	-1	22	1.3	1	-1	-2	4	5	0.8
O=S(=O)(CCSc1nc2ccccc2s1)c1nc2ccccc2s1	-5	24	-1.2	8	1	-8	90*	9	0.8
Cc1cccc(C)c1NC(=O)CSc1nnc([C@@H]2CCCN2C(=O)OC(C)(C)C)o1	·	-12	-0.35	1	·	·	2	·	1.1
CCOC(=O)c1cnc(SCC(=O)NCc2cccs2)nc1N	·	80*	0.043	0	·	·	22	·	0.2
CCc1nnc(NC(=O)c2ccc(N3C(=O)CCC3=O)cc2)s1	·	12	-0.78	6	·	·	4	·	0.9
CCCCNC(=O)CSc1nc2ccccc2c(=O)n1Cc1ccc2c(c1)OCO2	-5	84*	-0.25	-20	-4	4	27	-1	0.2
CC(C)(C)C1CCc2[nH]nc(C(=O)O)c2C1 (centres undefined)	-1	-13	0.22	-4	10	-5	-8	-1	1.1
COc1cc(C(c2c(C)[nH][nH]c2=O)c2c(C)[nH][nH]c2=O)ccc1OCc1ccc([N+](=O)[O-])cc1	-2	45	0.014	10	0	4	-4	-3	0.6
COc1ccc(-c2cn3c(n2)CCC3)cc1	-4	-9	1.2	-4	-4	7	4	-9	1.1
CC(C)CC(C(=O)Nc1oc(-c2ccccc2)c(-c2ccccc2)c1C#N)N1C(=O)c2ccccc2C1=O (centres undefined)	-7	·	0.22	·	-10	0	·	2	·
Cc1ccc(/C=N/c2sc3c(c2C#N)CCCCC3)o1	-4	8	-1.1	-6	10	10	10	-10	0.9
COCCN(CCOC)Cc1cc(=O)oc2cc3c(cc12)CCC3	-7	77*	0.33	-9	-15	1	-6	-2	0.2
Oc1ccc(Cl)cc1CNCC1CCCO1 (centres undefined)	-12	28	-0.25	-7	8	-2	-7	2	0.7
CCCCn1c(-c2ccsc2)nc2c1c(=O)[nH]c(=O)n2CCC	1	17	0.14	3	-15	-5	14	2	0.8
Cc1cccc2cc(CN(Cc3ccc(F)cc3)C(=O)C(F)(F)F)c3nnnn3c12	-4	·	-0.85	·	-8	6	·	-6	·
Cc1cc(Br)cc2c(C(=O)Nc3c(C)n(C)n(-c4ccccc4)c3=O)cc(-c3cccs3)nc12	-10	38	-0.26	2	9	-9	39*	7	0.6
COc1cccc(/C=N/Nc2ncnc(N)c2[N+](=O)[O-])c1OC	-2	23	2.1	13	-14	-3	2	1	0.8
COc1ccccc1OCCNC(=O)c1cccs1	-6	92*	-0.22	2	-6	6	8	-4	0.1
CCCS(=O)(=O)NCCc1cc2ccc(C)cc2[nH]c1=O	-3	·	1.2	·	1	3	·	-1	·
COc1ccc(C(c2nnnn2C2CCCC2)N2CCC(C)CC2)c(OC)c1 (centres undefined)	-4	36	-0.077	0	-20	16	3	-16	0.6
Cc1c(Cl)cccc1NC(=O)NC1CCCCC1	-4	24	0.81	-11	6	66	9	-65	0.8
Cc1ccnc(NC(=O)CSc2cc(=O)n(C)c3ccccc23)c1	-8	-127	0.086	-3	-11	·	17	·	2.3*
O=C(NCCN1C(=O)C2C3C=CC(C3)C2C1=O)N1CCOCC1 (centres undefined)	-2	-8	0.78	2	9	5	11	-5	1.1

# (list continues)
canonical_smiles	S1P2 agonist	CYP2C19 inh	DAT uptake mod	PostGolgi yeast	S1P2 antag	sEH inh	PostGolgi ctrl	sEH activator	CYP2C19 act
CCCCNC(=O)C(=O)c1ccccc1NC(C)=O	-4	13	0.27	2	12	3	7	-1	0.9
O=C(CSc1nnc2ccccn12)N1CCc2ccccc2C1	·	8	-0.044	3	·	·	-8	·	0.9
c1ccc(CNc2cnccn2)cc1	-3	·	-1.4	-9	20	-4	-3	5	·
Cc1cc(S(=O)(=O)N2CCN(c3c(C)cccc3C)CC2)ccc1F	-1	97*	-0.31	6	7	-9	14	11	0
CCOC(=O)c1ccc(NC(=O)CSc2nnc(COc3ccccc3OC)n2CC)cc1	-4	27	0.19	7	19	9	19	-9	0.7
CCCCn1c(SCC(=O)Nc2nnc(C)s2)nnc1-c1ccoc1C	-7	31	-0.04	1	0	8	13	-7	0.7
CS(=O)(=O)N(CC(=O)NCC1CCCO1)c1ccc(F)c(Cl)c1 (centres undefined)	0	60*	-0.71	7	-5	-1	-2	1	0.4
N#CC(c1ccc(Cl)cc1)c1ncc(C(F)(F)F)cc1Cl (centres undefined)	-3	94*	-0.75	14	26	-4	2	7	0.1
COc1ccccc1OCCCCCNCCO	-6	32	-0.058	-2	-1	6	5	-8	0.7
CCOC(=O)N1CCN(C(=O)c2ccc(OCC)c(OCC)c2)CC1	-5	·	0.43	·	29	0	·	4	·
Cc1ccc(-n2c(C)cc(/C=N/NC(=O)CC3(C)OCCO3)c2C)c(C)c1	4	·	-0.43	·	-20	4	·	-1	·
COc1ccc(-n2c(SCC(=O)NCc3ccco3)nnc2-c2c[nH]c3ccccc23)cc1	-6	16	0.79	2	-13	5	-2	-6	0.8
O=C(O)CSc1cc(C(F)(F)F)nc(-c2ccccn2)n1	-3	0	0.022	0	8	2	-4	-1	1
CCN(CC)C(=O)CSc1nnc([C@H](Cc2c[nH]c3ccccc23)NC(=O)OC(C)(C)C)o1	-8	53*	0.56	2	-13	20	6	-18	0.5
CCc1ccc(-c2nc(CN3CCC(C(=O)NCc4ccccc4OC)CC3)c(C)o2)cc1	-10	21	0.64	2	11	27	10	-26	0.8
CCCCN(CC)C(=O)Cn1c(=O)sc2ccccc21	-6	44	0.39	13	-3	-4	7	2	0.6
O=C(CNC(=O)c1cnccn1)Nc1ccc(F)c(F)c1F	-5	46	0.12	-6	18	·	1	·	0.5
O=C(CS(=O)(=O)Cc1ccccc1)Nc1nc2ccccc2s1	-3	54*	-0.24	-5	11	-4	27	4	0.5
COc1cc(NS(=O)(=O)c2ccc(C)c(C)c2)c(OC)cc1Cl	1	100*	0.72	-7	-15	-6	47*	9	0
COc1ccc(-n2c(COc3cccc4ccccc34)nnc2SCC#N)cc1	3	·	0.25	·	-33	8	·	-3	·
COC(=O)c1ccc(NC(=O)CSc2nnc(COc3c(C)cccc3C)o2)cc1	-3	16	0.14	-9	-23	6	1	-5	0.8
CCN1CC(C)C(O)(c2ccccc2)CC1C (centres undefined)	-1	0	1.1	8	-24	-9	7	7	1
CCCCCCCC(=O)NNC(=O)Cc1ccccc1	-2	21	-1.3	-2	0	-14	-4	12	0.8
Cc1cc(C)cc(-n2cnc3cc(C(=O)O)ccc32)c1	-7	8	0.48	1	-8	4	9	-6	0.9
Cc1ccc(NC(=O)C2CCN(S(C)(=O)=O)CC2)cc1C	-2	17	-0.47	-6	-1	17	2	-19	0.8
CCc1nnc(NC(=O)CSc2nnc(-c3c[nH]c4ccccc34)n2C)s1	-5	14	1	3	23	-13	15	11	0.9
CCOC(=O)c1c(C)oc2c(CN3CCN(C)CC3)c(Br)c(OC)c(O)c12	-5	3	0.85	-1	3	0	5	1	1
O=c1cc(-c2ccccc2)[nH]c2nc3ccccc3n12	-3	61*	0.27	-6	-28	-4	18	4	0.4
Cc1cc(Nc2ccccc2)n(C(=O)c2ccc(Cl)cc2)n1	-3	·	0.7	·	-11	2	·	2	·
Cn1c(=O)c2c(ncn2CC(O)CNc2ccc(Cl)cc2)n(C)c1=O (centres undefined)	-2	20	0.64	21	-12	15	6	-14	0.8
Cc1ccc(S(=O)(=O)NCC(=O)N(CC(=O)NCc2ccco2)Cc2ccc3c(c2)OCO3)cc1	-1	31	0.12	9	-14	16	-6	-16	0.7
Cc1ccc(/C=N/NC(=O)Cn2nccc2C)o1	-3	2	-0.25	0	3	-4	11	7	1

# Screening results deposited in PubChem BioAssay by several laboratories.

# The order is random; about 24% have a hit in one of these screens.
